PAD4 inh – human PAD4 inhibitors, primary screen, biochemical, fluorescence polarization, 1536-well format. Protein-arginine deiminase type-4 (Homo sapiens), Q9UM07. recombinant PAD4, RCA probe fluorescence polarization. inhibition, % at 6.36 µM. actives 0.41% (n = 330,000);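 active = percent inhibition above a cutoff equal to the mean of all tested compounds plus 3 SD, cut at about 15% in these data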;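 note: 0% = PAD4 with RCA probe and DMSO and 100% = probe without PAD4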
Target sequence (Q9UM07 whole entry, looked up): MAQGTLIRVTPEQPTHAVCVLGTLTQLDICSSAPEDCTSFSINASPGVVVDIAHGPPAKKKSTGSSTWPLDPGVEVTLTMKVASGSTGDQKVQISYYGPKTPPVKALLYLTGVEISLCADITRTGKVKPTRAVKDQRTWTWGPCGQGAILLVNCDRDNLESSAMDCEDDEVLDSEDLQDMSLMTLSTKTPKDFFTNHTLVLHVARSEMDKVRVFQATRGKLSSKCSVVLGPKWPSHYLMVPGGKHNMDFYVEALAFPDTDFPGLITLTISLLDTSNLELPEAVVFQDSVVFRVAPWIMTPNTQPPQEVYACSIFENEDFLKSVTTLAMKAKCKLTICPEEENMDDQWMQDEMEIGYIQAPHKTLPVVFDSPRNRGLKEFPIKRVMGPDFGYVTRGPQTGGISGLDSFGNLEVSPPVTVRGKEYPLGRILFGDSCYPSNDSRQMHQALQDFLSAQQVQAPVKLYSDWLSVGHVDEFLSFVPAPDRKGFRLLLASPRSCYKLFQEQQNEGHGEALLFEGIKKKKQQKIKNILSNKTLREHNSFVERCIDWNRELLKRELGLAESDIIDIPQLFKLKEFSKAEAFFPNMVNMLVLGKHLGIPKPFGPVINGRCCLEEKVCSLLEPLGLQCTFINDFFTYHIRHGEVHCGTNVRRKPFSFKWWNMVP
PAFAH2 inh – PAFAH2 enzyme inhibitors, primary screen, biochemical, fluorescence polarization, human; AID 492956, 2010; recombinant PAFAH2, FP-rhodamine activity probe; inhibition, % at 3.39 µM; Platelet-activating factor acetylhydrolase 2, cytoplasmic (Homo sapiens), Q99487; actives 0.99% (n = 340,000);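 active = inhibition above the mean over all tested compounds plus 3 SD, cut at about 30% in these data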;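 note: inhibitors block probe labeling of enzyme so polarization drops; 0% = enzyme with DMSO and 100% = wells lacking PAFAH2 protein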
PREPL inhibitor – PREPL enzyme inhibitors, primary screen, biochemical, fluorescence polarization | AID 2751, 2010 | Prolyl endopeptidase-like (Homo sapiens), Q4J6C6 | recombinant PREPL, fluorescence polarization activity-based probe | inhibition, % at 5.96 µM | actives 0.68% (n = 320,000); in the data active = inhibition above about 43%;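 note: 0% = enzyme with DMSO and 100% = wells lacking enzyme; many of its hits are not listed in these tables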
LYPLA1 inh – LYPLA1 inhibitors, primary screen, counter-screen for PME1 inhibitor project, biochemical, fluorescence polarization, FP-Rh probe ABPP | actives 0.16% (n = 320,000) | recombinant LYPLA1 | inhibition, % at 5.9 µM;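 active = inhibition above the mean of all tested compounds plus 3 SD, set per campaign, cut at about 14% in these data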;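 note: inhibitors block serine hydrolase probe labeling of LYPLA1 so polarization falls; 0% = enzyme with DMSO and 100% = wells lacking LYPLA1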
GSTO1 inh – inhibitors of recombinant GSTO1, primary screen, counter-screen for RBBP9 inhibitor project, biochemical, fluorescence polarization; activity-based probe fluorescence polarization; actives 1.1% (n = 300,000); inhibition, % at 5.96 µM;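 active = inhibition above the campaign mean inhibition plus 3 SD, cut at about 35% in these data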;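 note: 0% = GSTO1-1 with DMSO and 100% = wells lacking GSTO1-1 enzyme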
Target sequence (P78417 whole entry, looked up): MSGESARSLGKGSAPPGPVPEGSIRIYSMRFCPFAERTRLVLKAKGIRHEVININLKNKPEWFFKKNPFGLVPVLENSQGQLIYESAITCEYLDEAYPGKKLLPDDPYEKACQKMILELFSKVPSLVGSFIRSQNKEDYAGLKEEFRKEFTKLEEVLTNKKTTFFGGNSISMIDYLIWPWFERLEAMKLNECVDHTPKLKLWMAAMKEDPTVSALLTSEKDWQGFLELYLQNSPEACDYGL
LYPLA2 counter – LYPLA2 inhibitors, primary screen, counter-screen for PME1 inhibitor project, biochemical, fluorescence polarization, FP-Rh probe ABPP; Acyl-protein thioesterase 2 (Homo sapiens), O95372; recombinant LYPLA2; inhibition, % at 5.9 µM; actives 0.38% (n = 320,000); AID 2177, 2009;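 active = inhibition above the screen-wide mean plus 3 SD, limit set per campaign, cut at about 26% in these data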;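 note: 0% = LYPLA2 with DMSO and 100% = wells lacking LYPLA2 enzyme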
ZTA counter – blocks Epstein-Barr virus ZTA, an EBNA-1 counter-screen; P03206; AID 2234; ZTA-DNA binding, fluorescence polarization; actives 0.15% (n = 320,000); inhibition, % at 11 µM; in the data active = inhibition above about 33%
PAFAH1B3 inh – PAFAH1B3 enzyme inhibitors, primary screen, biochemical, fluorescence polarization, human. actives 0.28% (n = 340,000). recombinant PAFAH1B3, FP-rhodamine probe. Platelet-activating factor acetylhydrolase IB subunit alpha1 (Homo sapiens), Q15102. AID 492972, 2010. inhibition, % at 3.39 µM;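 active = inhibition above the screen-wide average of all tested compounds plus 3 SD, cut at about 25% in these data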;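 note: 0% = enzyme with DMSO only and 100% = wells lacking PAFAH1B3 protein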
EBNA-1 inhibitor – EBNA-1 DNA-binding inhibitors, primary screen, biochemical, fluorescence polarization; actives 0.34% (n = 300,000); inhibition, % at 14.8 µM; AID 1950, 2009; in the data active = inhibition above about 28%
An asterisk follows results filed as active. The list is partial; the hit share may differ from the screen's.

`O=c1[nH]c(SCc2ccc(F)cc2Cl)nc2ccccc12` gave PAD4 inh -9, PAFAH2 inh 5, PREPL inhibitor -10, LYPLA1 inh -1, GSTO1 inh -2, LYPLA2 counter -3, ZTA counter 8, PAFAH1B3 inh 3 and EBNA-1 inhibitor -5.
Screening Cc1ccc(NC(=O)C(=O)NCCCN2CCCC2=O)cc1 returned PAD4 inh -6, PAFAH2 inh 4, PREPL inhibitor -8, LYPLA1 inh 2, GSTO1 inh 2, LYPLA2 counter 0, ZTA counter -12, PAFAH1B3 inh 8 and EBNA-1 inhibitor -10.
For CCOc1ccc(N2C(=O)CC(N3CCC(O)(c4ccc(Br)cc4)CC3)C2=O)cc1 (stereo unspecified) the results were PAD4 inh -5, PAFAH2 inh 2, PREPL inhibitor 21, LYPLA1 inh -2, GSTO1 inh 2, LYPLA2 counter 6, ZTA counter -5, PAFAH1B3 inh -3 and EBNA-1 inhibitor -11.
Screening O=C(CCNc1cccc(F)c1)c1cccc([N+](=O)[O-])c1 returned PAD4 inh -2, PAFAH2 inh 1, PREPL inhibitor 10, LYPLA1 inh 0, GSTO1 inh -3, LYPLA2 counter 5, ZTA counter 14, PAFAH1B3 inh 2 and EBNA-1 inhibitor 4.
`Nc1ccc(S(=O)(=O)Nc2ccccn2)cc1` gave PAD4 inh 2, PAFAH2 inh -1, PREPL inhibitor -1, LYPLA1 inh -2, GSTO1 inh 8, LYPLA2 counter -2, ZTA counter 4, PAFAH1B3 inh -4 and EBNA-1 inhibitor 1.
COc1ccc(OC)c(S(=O)(=O)NCC2CCCO2)c1 (stereo unspecified) was read as PAD4 inh 3, PAFAH2 inh -2, PREPL inhibitor 5, LYPLA1 inh 1, GSTO1 inh 2, LYPLA2 counter -7, ZTA counter 4, PAFAH1B3 inh 1 and EBNA-1 inhibitor -1.
O=C(Nc1ccccc1C(=O)N1CCNCC1)c1ccco1 was read as PAD4 inh -1, PREPL inhibitor -4, LYPLA1 inh -2, GSTO1 inh -11, LYPLA2 counter -4, ZTA counter -10 and EBNA-1 inhibitor -15.
For CC(=O)Nc1ccc(S(=O)(=O)N(C)CC(=O)OCC(=O)NCc2ccco2)cc1 the results were PAD4 inh 6, PAFAH2 inh 5, PREPL inhibitor -2, LYPLA1 inh 2, GSTO1 inh 12, LYPLA2 counter 4, ZTA counter -4, PAFAH1B3 inh 1 and EBNA-1 inhibitor -4.
`O=C(CSc1nnc(-c2ccc(Br)cc2)o1)Nc1cccc(C(=O)O)c1` gave PAD4 inh -6, PAFAH2 inh -1, PREPL inhibitor -5, LYPLA1 inh 0, GSTO1 inh -2, LYPLA2 counter 1, ZTA counter 12, PAFAH1B3 inh 6 and EBNA-1 inhibitor 0.
`Cc1noc(C)c1COc1cccc(C(=O)N2CCc3ccccc32)c1` gave PAD4 inh 1, PAFAH2 inh 7, PREPL inhibitor -53, LYPLA1 inh 6, GSTO1 inh 2, LYPLA2 counter 8, ZTA counter -8, PAFAH1B3 inh 6 and EBNA-1 inhibitor -1.
`COc1cc(CNC(C)C)c(Br)cc1OC1CCCC1` gave PAD4 inh -10, PAFAH2 inh 3, PREPL inhibitor 8, LYPLA1 inh 0, GSTO1 inh 5, LYPLA2 counter -3, ZTA counter 1, PAFAH1B3 inh 6 and EBNA-1 inhibitor -5.
Screening O=C1Cc2cc(S(=O)(=O)N3CCN(c4ccccc4)CC3)ccc2N1 returned PAD4 inh -4, PAFAH2 inh -1, PREPL inhibitor 9, LYPLA1 inh -8, GSTO1 inh -2, LYPLA2 counter -11, ZTA counter -4, PAFAH1B3 inh -3 and EBNA-1 inhibitor -14.
O=C(NC1CCCCCCC1)C1CCCN(S(=O)(=O)c2cnc[nH]2)C1 (stereo unspecified) was read as PAD4 inh -2, PAFAH2 inh 3, PREPL inhibitor -3, LYPLA1 inh 0, GSTO1 inh -3, LYPLA2 counter 1, ZTA counter 1, PAFAH1B3 inh 7 and EBNA-1 inhibitor 0.
CC(C)NC(=O)c1ccccc1NC(=O)Cc1ccc(Br)cc1 was read as PAD4 inh 2, PAFAH2 inh -4, PREPL inhibitor -4, LYPLA1 inh 1, GSTO1 inh 16, LYPLA2 counter 0, ZTA counter 11, PAFAH1B3 inh -6 and EBNA-1 inhibitor 7.
For Cc1ccccc1NS(=O)(=O)c1ccc(NC(=O)c2ccco2)cc1 the results were PAD4 inh 1, PAFAH2 inh -31, PREPL inhibitor -5, LYPLA1 inh -7, GSTO1 inh -4, LYPLA2 counter -4, ZTA counter 11, PAFAH1B3 inh 12 and EBNA-1 inhibitor 2.
Screening COc1cccc(CNC(=O)CSc2ccc(-c3ccccn3)nn2)c1 returned PAD4 inh -3, PAFAH2 inh -3, PREPL inhibitor 21, LYPLA1 inh 1, GSTO1 inh 12, LYPLA2 counter 3, ZTA counter 15, PAFAH1B3 inh 4 and EBNA-1 inhibitor 3.
`COc1ccc(Cl)cc1C(=O)NNC(=O)CSc1nncn1C` gave PAD4 inh -1, PAFAH2 inh -1, PREPL inhibitor 25 and PAFAH1B3 inh 4.
Screening O=C(O)COc1ccc(/C=N/NC(=O)c2cn(-c3ccccc3)nc2-c2ccccc2)cc1 returned PAD4 inh 2, PAFAH2 inh -15, PREPL inhibitor -8, LYPLA1 inh -9, GSTO1 inh -13, LYPLA2 counter -10, ZTA counter 12, PAFAH1B3 inh 6 and EBNA-1 inhibitor 13.
CN(C)CC/C=C1\c2cc(Cl)ccc2Sc2cc(F)c(F)cc21 was read as PAD4 inh -1, PAFAH2 inh 3, PREPL inhibitor -10, LYPLA1 inh 1, GSTO1 inh 1, LYPLA2 counter -2, ZTA counter 3, PAFAH1B3 inh -2 and EBNA-1 inhibitor 3.
Screening CC(C)(C)NC(=O)Cn1nnc(-c2ccccc2Cl)n1 returned PAD4 inh 2, PAFAH2 inh 6, PREPL inhibitor 4, LYPLA1 inh -2, GSTO1 inh 1, LYPLA2 counter 4, ZTA counter 6, PAFAH1B3 inh 8 and EBNA-1 inhibitor 12.
C/C(=N\O)C1/C(=N/O)CC2C1C2(C)C (stereo unspecified) was read as PAD4 inh 2, PAFAH2 inh 9, PREPL inhibitor 7, LYPLA1 inh -1, GSTO1 inh 6, LYPLA2 counter 3, ZTA counter 9, PAFAH1B3 inh -3 and EBNA-1 inhibitor 1.
For Cc1cc(Cl)ccc1OCCCC(=O)NNC(=O)c1ccncc1 the results were PAD4 inh -3, PAFAH2 inh -6, PREPL inhibitor -8, LYPLA1 inh -2, LYPLA2 counter -1, ZTA counter -3 and PAFAH1B3 inh -4.
`COc1ccc(C(C)=O)cc1CSc1nc2ccccc2c(=O)n1-c1ccccc1C` gave PAD4 inh 2, PAFAH2 inh -6, PREPL inhibitor 7, LYPLA1 inh -3, GSTO1 inh 0, LYPLA2 counter 0, ZTA counter 6, PAFAH1B3 inh -2 and EBNA-1 inhibitor 3.
`Clc1ccc(-n2ncc3c(NCc4ccccn4)ncnc32)cc1` gave PAD4 inh 2, PAFAH2 inh 2, PREPL inhibitor 8, LYPLA1 inh -2, GSTO1 inh -2, LYPLA2 counter 3, ZTA counter 6, PAFAH1B3 inh 4 and EBNA-1 inhibitor 3.
For COc1ccccc1CCNC(=O)c1nc(-c2cccs2)no1 the results were PAD4 inh -3, PAFAH2 inh 7, PREPL inhibitor -44, LYPLA1 inh -4, GSTO1 inh 5, LYPLA2 counter 3, ZTA counter 2, PAFAH1B3 inh 4 and EBNA-1 inhibitor 12.
Screening COc1cccc(CNc2ccc3c(c2)ncn3C(C)C)c1OC returned PAD4 inh -1, PAFAH2 inh 10, PREPL inhibitor 0, LYPLA1 inh 1, GSTO1 inh 3, LYPLA2 counter 7, ZTA counter -13, PAFAH1B3 inh 5 and EBNA-1 inhibitor 2.
For O=C(NCc1cccnc1)Nc1ccc(Br)cc1 the results were PAD4 inh 0, PAFAH2 inh -1, PREPL inhibitor 10, LYPLA1 inh 3, GSTO1 inh 3, LYPLA2 counter 6, ZTA counter -11, PAFAH1B3 inh -7 and EBNA-1 inhibitor 2.
Screening CCN(CC)CCCNc1nc(CN2CCOCC2)nc2sc3c(c12)CCC3 returned PAD4 inh -3, PAFAH2 inh 4, PREPL inhibitor 6, LYPLA1 inh -3, GSTO1 inh -3, LYPLA2 counter -3, ZTA counter -6, PAFAH1B3 inh 3 and EBNA-1 inhibitor 3.
`CC(C)CNC(=O)c1cc2nc(C3CC3)cc(C(F)(F)F)n2n1` gave PAD4 inh -1, PAFAH2 inh 11, PREPL inhibitor -7, LYPLA1 inh 1, GSTO1 inh 10, LYPLA2 counter -5, ZTA counter 6, PAFAH1B3 inh 8 and EBNA-1 inhibitor -10.
`COc1ccc(NC(=O)CN(c2ccccc2F)S(=O)(=O)c2ccc(C)cc2)cc1` gave PAD4 inh 1, PAFAH2 inh 6, PREPL inhibitor -36, LYPLA1 inh -2, GSTO1 inh -3, LYPLA2 counter 2, ZTA counter -5, PAFAH1B3 inh -2 and EBNA-1 inhibitor 1.
`O=C(Nc1ccc(F)cc1)Nc1ccc2c(c1)CCC2` gave PAD4 inh 0, PAFAH2 inh -3, PREPL inhibitor 10, LYPLA1 inh -1, GSTO1 inh 3, LYPLA2 counter 0, ZTA counter 14, PAFAH1B3 inh 7 and EBNA-1 inhibitor -1.
`Cc1cccc(NC(=O)CSCC(=O)N2CCN(Cc3ccc4c(c3)OCO4)CC2)c1` gave PAD4 inh 6, PAFAH2 inh 4, PREPL inhibitor 12, LYPLA1 inh -1, GSTO1 inh 11, LYPLA2 counter 5, ZTA counter -8, PAFAH1B3 inh -1 and EBNA-1 inhibitor -3.
`CCC(=O)NNc1ccc(Br)cc1` gave PAD4 inh 7, PAFAH2 inh -2, PREPL inhibitor 3, LYPLA1 inh 1, GSTO1 inh 4, LYPLA2 counter 1, ZTA counter -10, PAFAH1B3 inh -5 and EBNA-1 inhibitor 11.
Cc1ccc(O)c(C(=O)c2cnn(C(=O)Cc3csc(C)n3)c2)c1 was read as PAD4 inh -2, PAFAH2 inh 4, PREPL inhibitor -4, LYPLA1 inh -1, GSTO1 inh 30, LYPLA2 counter 2, ZTA counter -1, PAFAH1B3 inh 5 and EBNA-1 inhibitor 10.
Fc1ccc(-c2csc3ncnc(Cl)c23)cc1 was read as PAD4 inh 1, PAFAH2 inh -5, PREPL inhibitor 2, LYPLA1 inh -2, GSTO1 inh -15, LYPLA2 counter 4, ZTA counter -8, PAFAH1B3 inh 2 and EBNA-1 inhibitor -12.
COCCCn1c(SCC(=O)O)nc2cc(OC)c(OC)cc2c1=N was read as PAD4 inh 0, PREPL inhibitor 0, LYPLA1 inh 2, GSTO1 inh 0, LYPLA2 counter 4, ZTA counter -5 and EBNA-1 inhibitor -7.
For CCCc1ccc(OCc2ccc(C(=O)O)o2)c(OC)c1 the results were PAD4 inh -3, PAFAH2 inh 9, PREPL inhibitor -2, LYPLA1 inh 4, GSTO1 inh -1, LYPLA2 counter 5, ZTA counter -5, PAFAH1B3 inh 9 and EBNA-1 inhibitor -1.

Source: PubChem
